proCasp7 act – counter-screen: procaspase-7 (human) activation | activation, % at 8.5 µM | recombinant procaspase-7, Ac-DEVD-pNA absorbance 405 nm; D23A/D198A/D206A triple mutant, cannot self-cleave; scale: DMSO 0, 5 µM enzyme 100 | actives 0.093% (n = 330,000) | AID 463210 | P55210;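 active means percent activation above the screen-wide mean plus 3 SD, cut at about 25% in these data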
Target sequence (P55210 whole entry D23A/D198A/D206A): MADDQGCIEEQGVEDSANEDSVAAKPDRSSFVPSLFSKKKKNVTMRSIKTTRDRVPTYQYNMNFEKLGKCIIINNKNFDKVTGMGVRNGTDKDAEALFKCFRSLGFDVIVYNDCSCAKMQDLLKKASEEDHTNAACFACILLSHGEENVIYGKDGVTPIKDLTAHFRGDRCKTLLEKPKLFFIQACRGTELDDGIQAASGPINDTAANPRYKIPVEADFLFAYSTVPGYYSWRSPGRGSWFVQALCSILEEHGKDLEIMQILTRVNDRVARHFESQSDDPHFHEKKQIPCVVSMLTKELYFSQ
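Material: Procaspase-7 triple mutant (PC-7 D3A) | Quantity: 2 µM procaspase-7 mutant as dispensed | Reagent: DEVD-pNA substrate | Times: 1 h preincubation, 2 h reaction | Technique: 405 nm absorbance of p-nitroaniline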
PP1 counter – PP1-alpha (human) inhibition in PP5 counter-screen. AID 2235. inhibition, % at 6.7 µM. purified PP1alpha, OMFP fluorescence. actives 0.9% (n = 320,000). P62136;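 active means inhibition above the mean inhibition of all tested compounds plus 3 SD, computed separately for each screening campaign, cut at about 15% in these data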
Target sequence (P62136 whole entry, looked up): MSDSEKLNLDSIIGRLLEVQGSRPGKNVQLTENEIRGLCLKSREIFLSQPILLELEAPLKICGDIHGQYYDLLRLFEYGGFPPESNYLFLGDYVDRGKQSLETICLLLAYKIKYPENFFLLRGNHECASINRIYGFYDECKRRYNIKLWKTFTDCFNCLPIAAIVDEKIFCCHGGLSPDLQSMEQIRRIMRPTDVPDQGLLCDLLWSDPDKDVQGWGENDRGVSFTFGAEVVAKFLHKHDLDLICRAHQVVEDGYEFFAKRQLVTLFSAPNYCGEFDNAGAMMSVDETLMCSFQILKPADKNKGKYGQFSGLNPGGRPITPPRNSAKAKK
CTSL1 counter – counter-screen for PFM18AAP inhibitors: inhibitors of F. hepatica cathepsin L1 | recombinant F. hepatica cathepsin L1, Z-Leu-Arg-MCA fluorescence | inhibition, % at 5.96 µM | actives 0.49% (n = 300,000) | AID 1906;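 active means inhibition above the mean of all tested compounds plus 3 SD, set per screening campaign, cut at about 17% in these data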;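 further: 0% = plate median of test compound wells and 100% = 1 µM Z-Phe-Ala-diazomethylketone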
TPT1 inh – inhibitors of Candida albicans tRNA 2'-phosphotransferase TPT1. recombinant caTPT1, FP RNA substrate dephosphorylation. AID 1962. inhibition, % at 5 µM. actives 0.81% (n = 300,000);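 active means inhibition above the mean of all tested compounds plus 3 SD, set per screening campaign, cut at about 24% in these data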;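 further: plate controls were DMSO alone for no effect and ferristatin control at 100 nM for full effect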
proCasp3 act – procaspase-3 (human) activation. P42574. recombinant procaspase-3 D3A, Ac-DEVD-pNA absorbance 405 nm. activation, % at 8.5 µM. actives 0.11% (n = 330,000). AID 463141;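 active means activation above the mean of all tested compounds plus 3 SD, cut at about 21% in these data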;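 further: 0% = DMSO alone and 100% = DMSO wells spiked with extra 5 µM PC-3 D3A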
Target sequence (P42574 whole entry D9A/D28A/D175A): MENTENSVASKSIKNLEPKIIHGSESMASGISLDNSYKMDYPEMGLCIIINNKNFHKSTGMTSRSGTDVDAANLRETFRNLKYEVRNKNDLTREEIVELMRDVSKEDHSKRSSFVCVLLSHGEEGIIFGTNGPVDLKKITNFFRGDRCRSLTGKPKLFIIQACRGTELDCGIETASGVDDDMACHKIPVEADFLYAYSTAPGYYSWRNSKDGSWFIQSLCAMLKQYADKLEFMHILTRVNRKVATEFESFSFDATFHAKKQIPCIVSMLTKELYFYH
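assay system = Procaspase-3 D3A mutant | signal = absorbance at 405 nm, 0 and 120 min | times = 1 h preincubation plus 2 h reaction at 25 °C | repeats = single replicate | read-out = % activation between DMSO and enzyme-spiked controls | medium = Zinc-free HEPES saline buffer with Triton X-100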
PP5 primary – blocks human protein phosphatase 5 activity; P53041; actives 0.18% (n = 320,000); purified PP5c, OMFP substrate fluorescence; inhibition, % at 6.7 µM; AID 1987;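 active means inhibition above the campaign's mean inhibition across all tested compounds plus 3 SD, cut at about 9.5% in these data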;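 further: 0% = DMSO only and 100% = 100 µM cantharidin control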
GASC-1 inh – inhibitors of human GASC-1 (JMJD2C) demethylase. GST-JMJD2C(1-420) H3K9me3 demethylation, DELFIA europium. inhibition, % at 2.35 µM. actives 0.069% (n = 330,000);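 active means more than half of a compound's replicate wells show inhibition beyond 50%, single wells judged on their own value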;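 further: signal counts dimethyl H3K9 product captured on neutravidin plate; 0% = median of DMSO wells and 100% = 0.3 times that DMSO median; strong numbers were not always called active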
Efflux pump inh – blocks antifungal efflux pumps in multiplex yeast assay. S. cerevisiae Candida pump triplex, Nile Red efflux. inhibition, % at 10 µM. actives 0.44% (n = 330,000). AID 485275;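 active means plate passing quality check with inhibition over a set limit, or well fluorescence over plate mean plus 4 SD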;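 further: Nile Red retained in pooled yeast measured as flow cytometry median fluorescence; 0% = buffer negative control and 100% = Enniatin B positive control; higher means more Nile Red kept so more efflux inhibition; some compounds called inactive have numbers as strong as hits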
HCV core dimer – HCV core protein dimerization inhibition | TR-FRET GST/Flag-core106 dimerization, 1536-well | inhibition, % at 5 µM | actives 0.33% (n = 300,000);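 active means inhibition above the mean of all tested compounds plus 3 SD, set per screening campaign, cut at about 45% in these data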
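Test system: GST/Flag-tagged HCV core106 proteins; Medium: KF-containing HEPES buffer, pH 7.45, DTT, CHAPS, BSA; Times: compound-protein-antibody incubation 4 h at 22.5 °C; Detection: TR-FRET 671 and 617 nm emission; Benchmarks: wells lacking GST-core106 and wells with excess unlabelled core106.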
An asterisk follows results filed as active; i = inactive; · = not tested or not shown.

SMILES	proCasp7 act	PP1 counter	CTSL1 counter	TPT1 inh	proCasp3 act	PP5 primary	GASC-1 inh	Efflux pump inh	HCV core dimer
COc1ccc(C)cc1NC(=O)c1ccc2c(c1)C(=O)N(Cc1ccncc1)C2=O	4	2	·	·	4	-0.1	-6	0.1	·
C#CCSc1nnc(CSc2nc3ccccc3s2)n1-c1ccccc1	1	7	2	-1	-7	0.4	-1	0.0	15
COc1ccc(Cl)cc1NC(=O)C1CCCN(S(C)(=O)=O)C1 (stereo unspecified)	4	1	4	-1	-1	-1.6	-2	0.2	2
Cc1ccc(S(=O)(=O)Nc2cc(=O)[nH]c3c2CCC3)cc1	-5	1	-4	0	13	3.8	-3	0.3	-1
Cc1ccc(NC(=S)NCCC2=CCCCC2)cc1	-6	0	3	-1	1	2.1	1	-0.1	-1
O=C1c2ccccc2C(=O)N1c1cc([N+](=O)[O-])ccn1	5	3	2	0	0	1.6	-2	0.1	-2
O=c1c([N+](=O)[O-])c(O)c2ccccc2n1Cc1ccccc1	-20	-3	2	1	-11	-2.7	25	0.0	16
O=C(O)COCC(=O)Nc1ccc2c(c1)CCC2	8	1	3	1	-3	0.8	8	0.1	0
O=C(NCc1ccccn1)c1nc(-c2cccs2)no1	3	-4	-5	-2	-1	1.1	-4	-0.1	-1
COc1ccc(-c2c(NC(C)=O)n(C)c3ccccc3c2=O)cc1	3	-3	-2	-1	1	1.8	1	0.0	0
O=C(c1noc2c1CSc1ccccc1-2)N1CCN(c2ccc(Cl)cc2)CC1	-9	5	1	2	0	-1.1	-20	0.1	-2
CCC1(C)Cc2c(sc3nnn(CC(=O)Nc4ccc(C)cc4)c(=O)c23)CO1 (stereo unspecified)	1	5	0	1	5	3.9	3	0.0	6
CCN(CC)CCOC(=O)c1ccc([N+](=O)[O-])cc1	-1	-4	2	1	-3	-0.6	-1	0.1	3
CC12COC3(P(=O)(c4ccccc4)c4ccccc4)CC1CCC23CP(=O)(c1ccccc1)c1ccccc1 (stereo unspecified)	0	-2	-1	-1	2	3.5	10	0.1	8
CN(C)c1cccc(C(=O)NC2CCCc3ccccc32)c1 (stereo unspecified)	6	1	0	2	-2	3.9	2	0.3	0
C#Cc1cccc(NC(=O)c2ccc(Cl)cc2Cl)c1	-2	-3	0	0	-9	0.1	4	0.2	3
CCCc1nc2c(nnn2Cc2ccccc2)c(=O)[nH]1	-1	2	-4	2	-5	5.5	6	0.2	0
COc1ccc(S(=O)(=O)N2CCN(C(=O)N(C)C)C2C)cc1 (stereo unspecified)	-4	1	2	-3	5	-2.3	0	0.0	7
CN(C(=O)COC(=O)Cn1c(C(F)(F)F)nc2ccccc21)c1c(N)n(Cc2ccccc2)c(=O)[nH]c1=O	-9	-9	-14	1	9	-6.7	-4	0.2	-12
CC(=O)Cn1ncc(N(C)Cc2ccccc2)c(Cl)c1=O	-3	0	2	-1	4	0.4	13	0.1	0

Quoted from the listing.
For HCV core dimer, COc1ccc(S(=O)(=O)N2CCN(C(=O)N(C)C)C2C)cc1 (stereo unspecified) shows 7
For Efflux pump inh, CCN(CC)CCOC(=O)c1ccc([N+](=O)[O-])cc1 shows 0.1

(next part)
SMILES	proCasp7 act	PP1 counter	CTSL1 counter	TPT1 inh	proCasp3 act	PP5 primary	GASC-1 inh	Efflux pump inh	HCV core dimer
COc1cccc(NS(=O)(=O)Cc2ccccc2)c1	3	1	-1	0	9	0.8	-5	-0.1	2
O=S(=O)(NCC1CCCO1)c1ccc(Br)cc1 (stereo unspecified)	12	-5	-5	2	2	-3.6	-11	-0.1	9
O=C(OCC(=O)N1CCC(Cc2ccccc2)CC1)c1cc(Cl)ccc1O	-2	-2	-4	-1	6	-1.4	9	-0.1	6
O=C1CCCN1c1ccc(N2CCCC2=O)cc1	4	1	2	0	6	-3.5	5	0.0	7
COC(=O)c1cc(OC)c(OC)cc1NC(=O)Cn1nnc(-c2ccccc2Cl)n1	1	-4	-1	2	-3	5.3	43	0.1	1
C=CCN(C(=O)CNC(=O)c1ccco1)C(C(=O)NC1CCCC1)c1ccc(OC)cc1 (stereo unspecified)	-5	1	1	-1	-4	2.3	7	0.5	2
COCCNC(=O)NC(=O)COC(=O)C1(c2ccc(Cl)cc2)CC1	7	-5	5	-2	-8	0.1	-8	0.1	1
O=c1cc[nH]c2cc(C(F)(F)F)ccc12	-12	0	1	1	9	2.7	i	-0.1	-3
COc1ccccc1C1N(c2cc(Cl)ccc2OC)C(=O)C2CCCN21 (stereo unspecified)	8	-2	2	0	-3	-1.9	6	0.1	-3
Cc1c(Br)c(C(F)(F)F)nn1CC(=O)N1CCCC1	3	5	-4	-2	-8	1.1	-1	-0.1	4
O=C(Nc1cccc2ccccc12)c1cn(-c2ccccc2)nc1-c1cccs1	3	1	1	0	3	6.7	4	9.0*	-7
COc1ccc(/C=N/OCc2ccc(Br)cc2)c(OC)c1	-1	-3	3	0	-1	1.1	2	-0.1	-4
COc1cc(C#N)c(NC(=O)CN2CCC(C(N)=O)CC2)cc1OC	-1	-2	-1	7	0	0.3	2	-0.1	1
C[C@@H](C(=O)NCCc1ccccc1)N1C(=O)N2CCc3c([nH]c4ccccc34)[C@@]2(C)C1=O	-4	-5	-3	-2	3	2.3	-4	0.0	-1
COc1ccc(-c2cn(-c3ccc(OC)cc3)c(=S)[nH]2)cc1	-7	-5	-1	17	-8	2.1	-6	0.1	-3
COc1ccc(NC(=O)c2cc(-c3ccc(C)o3)nc3ccccc23)cc1OC	7	1	4	-5	10	0.8	·	0.0	39
CCCNS(=O)(=O)c1ccc(CCC(=O)N2CCN(c3ccc(OC)cc3)CC2)cc1	-3	-2	-5	4	5	2.9	-8	0.1	-4
COc1ccc(C2=CC(c3ccc(F)cc3)n3nnnc3N2)cc1 (stereo unspecified)	-3	3	-1	0	4	3.1	-4	0.1	-5
O=S(=O)(NCc1cccs1)c1ccc(Br)cc1	4	-13	5	3	0	2.1	10	0.1	-7
CCCCCCOc1ccc(N2C(=O)CC(N3CCC(C(=O)OCC)CC3)C2=O)cc1 (stereo unspecified)	7	-2	0	-12	-14	1.5	-2	0.0	-9
O=C(NCc1csc(-c2ccccc2)n1)c1cc(F)cc2c1OCOC2	9	3	2	0	13	-1.6	-8	0.0	-4
CCOC(=O)N1CCN(CC(O)COc2ccc(CC)cc2)CC1 (stereo unspecified)	9	-1	-8	-2	-4	1.8	-7	0.1	-1
COc1ccc(CCNS(=O)(=O)c2ccc(F)cc2)cc1OC	2	-8	-4	3	-2	5.6	-4	0.2	-2
O=C(O)C1=C[C@@H](c2ccc(Br)cc2)C[C@@H](OCCCCO)O1	4	1	-3	2	7	2.1	3	-0.1	10
CCn1cc(CNC(=O)CCSc2nc(-c3ccco3)cc(C(F)(F)F)n2)cn1	-2	1	-1	1	0	0.4	-6	0.0	2
Cc1c(NC(=O)CN2CCN(c3ccc(F)cc3)CC2)c(=O)n(-c2ccccc2)n1C	4	1	-4	-6	0	4.6	-8	-0.1	6
N#CC[C@H](Cc1ccccc1)N1CCN(CCc2ccccc2)CCC1=O	-4	2	-3	-1	-5	2.8	0	0.0	5
N#CC1=C(N)C(C#N)(C#N)[C@H](c2ccncc2)[C@H]2CC3(CC=C12)OCCO3	-1	-3	1	-2	-1	1.8	3	-0.1	-8
O=C(Oc1ccc2c(c1)OCO2)c1ccc(F)cc1Cl	-10	4	-2	-6	15	3.1	13	0.0	-1
Cc1ccc(OCCC(=O)OCC(=O)NCc2ccccc2)cc1	4	4	-28	-2	-1	-1.3	-3	-0.1	-4
CC(=O)Oc1ccc2ccccc2c1C(NC(=O)Cc1ccccc1)c1ccccc1 (stereo unspecified)	-7	2	-9	1	-7	8.1	3	0.3	10
COc1ccccc1CN1CC(C(=O)N(CCO)Cc2cccs2)CCC1=O (stereo unspecified)	2	3	0	1	6	1.8	4	-0.1	-1
CC(C)(C)C(=O)CSc1nc2ccccc2o1	-4	0	3	-2	-2	1.6	-18	-0.1	3
CCN(CC)S(=O)(=O)c1ccc(N2CCCC2)c(NS(=O)(=O)c2ccccc2)c1	4	1	1	-5	4	0.5	6	0.0	-6
Cc1csc2ncc(C(=O)Nc3cccc(C(F)(F)F)c3)c(=O)n12	12	3	-1	-3	0	-0.1	-14	0.1	2
COc1ccc(C(=O)CNc2ccccc2Br)cc1	1	0	3	-4	0	2.1	-8	-0.3	3
Cc1ccc(-c2nc(CS(=O)CC(=O)NCCN3CCCC3)c(C)o2)cc1 (stereo unspecified)	-7	1	-1	-1	3	1.5	2	0.2	0
O=S(=O)(Cc1cc(Cl)nc(-c2ccccc2)n1)c1ccccc1	-6	5	2	2	-7	5.7	-2	-0.1	-2
CC(CCc1ccccc1)NC(=O)CNC(=O)c1cccs1 (stereo unspecified)	2	-1	-1	0	9	-0.2	1	-0.3	-3
O=S(=O)(Nc1ccc(N2CCOCC2)cc1)c1cc(Cl)ccc1Cl	-8	0	-1	-4	3	2.1	0	0.1	6

Efflux pump inh, hit marks shown above.
Structure | TPT1 inh | proCasp3 act | PP5 primary | GASC-1 inh | Efflux pump inh | HCV core dimer
O=C(Nc1cccc2ccccc12)c1cn(-c2ccccc2)nc1-c1cccs1 | 0 | 3 | 6.7 | 4 | 9.0* | -7

(listing goes on)
SMILES	proCasp7 act	PP1 counter	CTSL1 counter	TPT1 inh	proCasp3 act	PP5 primary	GASC-1 inh	Efflux pump inh	HCV core dimer
COc1cccc2c(=O)cc(C)n(CC(=O)Nc3ccc(C)c(C)c3)c12	-8	-2	-5	-3	-5	2.6	2	0.1	8
COc1ccc(NC(=O)c2ccc3c(c2)S(=O)(=O)c2ccccc2C3=O)cc1	-5	2	1	0	8	3.2	2	0.1	4
NS(=O)(=O)c1ccc(CCNC(=O)CSc2nc3ccsc3c(=O)n2CCCCCC(=O)O)cc1	1	-4	-4	-2	-2	-0.6	-9	0.0	-2
Cc1ccc(C(=O)N2CCN(c3ccc([N+](=O)[O-])c(NCc4ccco4)c3)CC2)cc1	-10	13	6	-3	-7	4.3	0	0.1	33
CCCCNC(=O)Nc1ccccc1C(=O)Nc1ccc(OC)cc1	2	-1	2	-1	1	1.2	-2	0.0	-4
CCCc1nc(SCc2ccccc2Cl)n[nH]1	8	3	-5	-1	2	-1.7	-4	0.0	-2
CCCCOc1ccc(C(=O)OC(C)CN(C)C)cc1 (stereo unspecified)	-4	-4	1	2	-3	0.4	11	0.2	-4

Three consecutive entries from above, quoted:
SMILES	proCasp7 act	PP1 counter	CTSL1 counter	TPT1 inh	proCasp3 act	PP5 primary	GASC-1 inh	Efflux pump inh	HCV core dimer
CCCCNC(=O)Nc1ccccc1C(=O)Nc1ccc(OC)cc1	2	-1	2	-1	1	1.2	-2	0.0	-4
CCCc1nc(SCc2ccccc2Cl)n[nH]1	8	3	-5	-1	2	-1.7	-4	0.0	-2
CCCCOc1ccc(C(=O)OC(C)CN(C)C)cc1 (stereo unspecified)	-4	-4	1	2	-3	0.4	11	0.2	-4

Assay outcomes: PubChem, several laboratories
